Ub-GFP proteasome – ubiquitin-GFP accumulation via proteasome inhibition. Ubiquitin-GFP reporter cells, proteasome inhibition, GFP fluorescence; response scale: untreated = 0%, 10 µM MG-132 = 100%. 67,000 tested, under 10 active. Potency, µM (series often up to 45.9 µM), inactives show at the top dose activation (GFP accumulation), hits mostly activators; active = well fitted activation curve with a large enough effect, not every such curve was filed as active; inconclusive = small, poorly fitted or top-dose-only effect, or another doubt; inactive = no such curve, though single readings can be large or run the other way; also: potency is read from the fitted curve at half-maximal effect
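GFP accumulation read-out: laser plate cytometry counting ubiquitin(G76V)-GFP-expressing U2OS cells after 4 hr compound exposure at 37 °C. Titrations spanned 46 uM to 2.9 nM; 0% = basal, 100% = 10 uM MG-132; concentration-response curves fitted.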
Luciferase inh – firefly luciferase inhibition; P08659; purified firefly luciferase, luminescence, 8 min; Potency, µM (highest dose often 57.1 µM), for the others: at the highest dose activity change, negative = inhibition, actives largely listed as inhibitors; 72,000 tested, 2.2% active; AID 411; also: potency is read from the fitted curve at half-maximal effect; % is scaled to controls: 0 for no effect and ±100 for the full control effect; nearly all actives have a fitted effect of over 40% in size
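Inhibition of light generation by firefly luciferase from ATP and luciferin was profiled with concentration-response curves per sample, ATP held at 10 uM within the enzyme's linear range. Plates were read by luminescence after an 8-minute ambient incubation.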
ALOX15 inhib – inhibitors of human 15-lipoxygenase (ALOX15). purified 15hLO-1, xylenol orange hydroperoxide absorbance. P16050. 74,000 tested, 1.4% active. AID 887. Potency, µM (titrated, usually from 57.1 µM), for the others: top-dose activity change, negative = inhibition, usual class: inhibitors; also: potency is read from the fitted curve at half-maximal effect; % is scaled to controls: 0 for no effect and ±100 for the full control effect; nearly all actives have a fitted effect of over 55% in size
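Hydroperoxide formed from arachidonic acid (50 uM) by purified human 15hLO-1 (40 nM) oxidizes ferrous iron, and the ferric-xylenol orange complex is read at 573 versus 405 nm. Compounds were preincubated 15 min; reaction ran 6 min at room temperature.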
HADH2 inh – inhibitors of human HADH2 dehydrogenase; Potency, µM (series often up to 57.1 µM), for the others: at the highest dose activity change, negative = inhibition, actives largely listed as inhibitors; Q99714; recombinant HADH2, NADH fluorescence, beta-hydroxybutyryl-CoA; 73,000 tested, 3.4% active; also: potency is read from the fitted curve at half-maximal effect; % is scaled to controls: 0 for no effect and ±100 for the full control effect; nearly all actives have a fitted effect of over 60% in size; many of its hits are not listed in these tables
Target sequence (Q99714 whole entry, looked up, one chain of several): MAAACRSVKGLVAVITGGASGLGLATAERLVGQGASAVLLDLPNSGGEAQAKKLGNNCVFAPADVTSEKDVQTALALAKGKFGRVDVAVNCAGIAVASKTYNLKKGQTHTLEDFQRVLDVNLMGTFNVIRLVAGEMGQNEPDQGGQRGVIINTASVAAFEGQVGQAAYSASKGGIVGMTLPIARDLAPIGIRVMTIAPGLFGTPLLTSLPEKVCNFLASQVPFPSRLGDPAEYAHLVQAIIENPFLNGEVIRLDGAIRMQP
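His-tagged recombinant enzyme from E. coli, 20 nM, preincubated 15 min RT with compound; reaction started with 1 mM NAD+ and 90 uM beta-hydroxybutyryl-CoA in 100 mM Tris-HCl pH 9.0. NADH fluorescence (ex 360/em 450) read over 4 min; last-minus-first difference.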
DNA Pol III inh – DNA polymerase III holoenzyme inhibition. reconstituted DNA polymerase III holoenzyme replication, biochemical. Potency, µM (top dose mostly 57.1 µM), inactives show top-dose activity change, negative = inhibition. 71,000 tested, 0.25% active; also: potency is read from the fitted curve at half-maximal effect; % is scaled to controls: 0 for no effect and ±100 for the full control effect
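Reconstituted *E. coli* holoenzyme (0.35 nM Pol III, 1 nM beta, 154 nM SSB, 2 nM primase) was preincubated with compound for 15 min at RT. Synthesis on 1.4 nM ssM13Gori ran 35 min, then was stopped with PicoGreen/EDTA and read as dsDNA fluorescence.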
ERK AVP inh – vasopressin-driven ERK pathway inhibition | HEK293-V1b, vasopressin-stimulated pERK AlphaScreen | Potency, µM (top dose mostly 57.5 µM), inactives show at the highest dose activity, negative = inhibition, hits mostly inhibitors | 72,000 tested, 0.99% active; also: potency is read from the fitted curve at half-maximal effect; % is scaled to controls: 0 for no effect and ±100 for the full control effect; nearly all actives have a fitted effect of over 55% in size
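V1b-HEK293 cells; cpd 30 min 37C; 25 nM vasopressin 5 min; lyse 10 min; AlphaScreen beads 5 hr RT. Normalized to DMSO basal and 25 nM vasopressin; AC50 by Hill fit.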
HBB splice mod – hemoglobin beta splicing modulation. Potency, µM (top dose mostly 46.1 µM), for the others: at the top dose activation, actives largely listed as activators. HBB splicing reporter cell assay, activation; EGFP reporter with mutant IVS2-654 intron; response scale: normalised to 500 nM splice-correcting PNA. 65,000 tested, 0.06% active; also: potency is read from the fitted curve at half-maximal effect; 0% is about no effect
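HeLa cells stably expressing EGFP interrupted by mutant beta-globin intron 2 (IVS2-654), 500/well in 2% FCS. Treated with compound for 2 days at 37C. Splicing correction scored as total well GFP intensity (488 nm excitation, 500-520 nm emission); 500 nM antisense PNA served as control.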
Tau fil binding – tau filament binding; 71,000 tested, 2% active; P10636; Potency, µM (top dose mostly 57.1 µM), for the others: at the highest dose activity change, negative = inhibition; recombinant tau filaments, thioflavin S fluorescence, 15 h; filaments grown with octadecylsulfate alongside compound;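 also: potency is read from the fitted curve at half-maximal effect; % is scaled to controls: 0 for no effect and ±100 for the full control effect; actives lower thioflavin S fluorescence by blocking filaments or displacing dye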
Target sequence (P10636 whole entry, looked up): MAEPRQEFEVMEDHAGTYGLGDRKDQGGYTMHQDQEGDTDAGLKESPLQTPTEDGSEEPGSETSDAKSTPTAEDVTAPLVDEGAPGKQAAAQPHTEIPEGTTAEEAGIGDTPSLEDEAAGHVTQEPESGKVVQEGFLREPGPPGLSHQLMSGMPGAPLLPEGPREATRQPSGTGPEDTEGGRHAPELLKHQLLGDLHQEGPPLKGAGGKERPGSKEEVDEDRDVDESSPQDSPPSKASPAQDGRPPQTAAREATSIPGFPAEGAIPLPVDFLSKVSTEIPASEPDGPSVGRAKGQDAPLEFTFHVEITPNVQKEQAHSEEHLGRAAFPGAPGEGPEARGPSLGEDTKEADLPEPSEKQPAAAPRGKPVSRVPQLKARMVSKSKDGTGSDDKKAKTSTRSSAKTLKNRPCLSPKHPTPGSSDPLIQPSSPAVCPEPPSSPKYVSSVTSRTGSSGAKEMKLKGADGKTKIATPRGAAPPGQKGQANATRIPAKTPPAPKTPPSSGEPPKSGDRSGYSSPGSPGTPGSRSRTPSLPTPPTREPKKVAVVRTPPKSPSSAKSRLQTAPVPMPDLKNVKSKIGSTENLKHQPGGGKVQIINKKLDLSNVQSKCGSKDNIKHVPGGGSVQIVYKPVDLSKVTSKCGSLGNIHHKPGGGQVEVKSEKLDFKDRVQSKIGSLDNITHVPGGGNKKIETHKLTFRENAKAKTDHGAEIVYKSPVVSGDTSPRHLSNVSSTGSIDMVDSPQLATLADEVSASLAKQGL
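Read-out: ThS fluorescence, 450 nm excitation/510 nm emission; lower signal marks blocked filament formation or displaced dye. Tau at 1 uM with 30 uM ODS, 10 uM ThS, 5 mM DTT, 100 mM NaCl, 10 mM HEPES pH 7.4; 15 h, 37 C.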
CRE Fsk mod – alters forskolin-stimulated CRE reporter signaling in CHO cells; CHO CRE-bla reporter (cAMP response element driving beta-lactamase), forskolin EC10, beta-lactamase ratio; Potency, µM (doses to about 38.2 µM), without a hit: top-dose activity change, negative = inhibition, hits mostly activators; 71,000 tested, 2.5% active; AID 662; active = well fitted activation curve with a large enough effect in the signal ratio, with a control signal flat, not every such curve was filed as active; inconclusive = small, poorly fitted or top-dose-only effect, or effect the other way, or a change in a side signal; the % refers to the signal ratio; also: potency is read from the fitted curve at half-maximal effect; % of control where 0% means no effect
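AC50 values, positive or negative, reflect shifts in EC10 NKH 477-induced CRE-bla reporter activity in CHO cells. Incubation lasted 3 h at 37 °C before CCF4 substrate (2 h, room temperature) and ratiometric 460/530 nm reading.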
Hsp90 Hop PPI – changes Hsp90-Hop TPR2A binding signal, up or down; AlphaScreen TPR2A-His6 binding biotin-Hsp90 C-terminal peptide; Potency, µM (highest dose often 57 µM), for the others: top-dose activity change, negative = inhibition; 71,000 tested, 0.44% active; AID 595; active = well fitted curve in either direction with a large enough effect; inconclusive = small, poorly fitted or top-dose-only effect, or another doubt; also: potency is read from the fitted curve at half-maximal effect; % is scaled to controls: 0 for no effect and ±100 for the full control effect; many of its hits are not listed in these tables
Epigenetic mod – derepresses silenced GFP locus in mouse C127i cells; mouse C127i GFP locus derepression, cytometry, 30 h; Potency, µM (doses to about 46.1 µM), for inactives: top-dose GFP derepression (activation); 68,000 tested, 0.09% active; AID 597; also: % of control where 0% means no effect
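Derepression screen: silenced CMV-GFP reporter in murine C127i cells, 30 h compound incubation at 37 C, washed cells imaged by laser-scanning cytometer to enumerate GFP-expressing objects of 20 to 120 um.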
* = called active by the depositor; i = inactive; ? = inconclusive; . = no result given; [ ] = remark or other dose. Unless noted, calls follow the shape of the dose curve; as a rule, active = well fitted curve in the direction sought with a large enough effect; inconclusive = small, poorly fitted or top-dose-only effect, or another doubt; inactive = no such curve, though single readings can be large; an effect the other way counts as inactive or inconclusive. These rows are one share of the data. The share of hits here may be higher or lower than overall.

no.	smiles	Ub-GFP proteasome	Luciferase inh	ALOX15 inhib	HADH2 inh	DNA Pol III inh	ERK AVP inh	HBB splice mod	Tau fil binding	CRE Fsk mod	Hsp90 Hop PPI	Epigenetic mod
1	C#CC(C)(C)NC(=O)c1ccccc1OC	10.0%	-0.7%	4.2%	2.0%	-7.2%	11.8%	-0.9%	-0.3%	3.6%	2.4%	1.0%
2	COc1ccc(S(=O)(=O)N(C)CC(=O)NC2CCCC2)cc1Cl	-8.0%	0.0%	3.0%	1.1%	-4.4%	-10.1%	-0.5%	8.2%	-11.2%	0.2%	3.3%
3	CN1C(=O)c2ccccc2C(C(=O)NCCCN2CCCC2)C1c1c[nH]c2ccccc12 (centres undefined)	-1.2%	1.9%	?	-1.0%	-2.4%	-9.1%	2.4%	3.9%	?	-2.7%	-2.2%
4	CSc1nc(-c2ccccc2)nc2[nH]ccc(=O)c12	-6.2%[9.17 µM]	0.0%	-8.1%[11.4 µM]	14.9%[11.4 µM]	-16.0%[11.4 µM]	-8.0%	-0.3%[0.0738 µM]	350.4%[11.4 µM]	?	-5.6%[11 µM]	0.0%
5	Cc1cc(C)nc(NC(=O)CN2C(=O)c3ccccc3C2=O)n1	28.7%[9.17 µM]	2.4%	5.2%[11.4 µM]	-2.3%[11.4 µM]	1.7%[11.4 µM]	-6.4%	-4.8%[0.0738 µM]	7.8%[11.4 µM]	?	-6.7%[11 µM]	0.0%
6	Cc1ccc(-c2csc3nnc(SCC(=O)Nc4nsc(-c5ccccc5)n4)n23)cc1	-3.8%	0.3%	-13.5%	6.7%	-6.8%	-8.1%	-0.4%	238.2%	?	-4.0%	-2.7%
7	COc1ccc(S(=O)(=O)Nc2ccc3c(c2)OCO3)cc1OC	-8.3%	-3.5%	-2.6%	-8.8%	-0.9%	-29.8%	-1.4%	25.1µM*	-0.5%	-12.6%	-1.1%
8	Cc1ccc2nc(-c3ccccn3)oc2c1	-3.6%	7.94µM*	-7.8%	25.1µM*	-9.5%	-2.9%	.	-0.4%	5.3%	2.1%	-1.9%
9	CC(=O)Nc1ccc(S(=O)(=O)N2CCCCC2c2cccnc2)cc1 (centres undefined)	10.0%	4.9%	0.7%	-5.2%	2.8%	1.7%	4.4%[1.84 µM]	-7.6%	23.9%	-3.6%	0.0%
10	CC(C)CCOc1ccc(C(=O)O)cc1	-3.4%	0.6%	-0.7%	-4.5%	-9.1%	18.0%	-5.6%	4.6%	-8.9%	2.2%	-1.2%
11	COC(=O)C1CCCN1C(=O)C1CCCN1C(=O)CNC(=O)OCc1ccccc1 (centres undefined)	3.9%	1.0%	7.4%	5.8%	-1.1%	-6.7%	0.7%	4.5%	-6.9%	3.2%	-2.2%
12	COC(=O)CN(c1c(C)cccc1C)S(C)(=O)=O	0.4%	2.4%	1.6%	-0.2%	-0.3%	-11.0%	2.5%	-3.7%	17.8%	2.3%	5.4%
13	O=C(CSc1nnnn1-c1ccc2c(c1)OCO2)NCc1ccccc1	2.1%	1.3%	6.5%	4.7%	-3.2%	19.2%	7.5%	1.5%	-17.7%	-1.7%	-2.1%
14	FC(F)(F)c1ccccc1Cl	.	.	1.9%	-0.6%	6.3%	-1.7%	-0.8%	6.1%	-3.0%	0.1%	.
15	COc1ccc(C(=O)Nc2cc(OC)cc(OC)c2)cc1	3.3%	3.98µM*	-0.9%	1.4%	-2.7%	-12.2%	-0.4%	-11.9%	12.2%	1.1%	0.0%
16	O=C(O)/C=C(/C(=O)O)[C@]12CCN3CC4=CCO[C@@H]5CC(=O)N[C@@H]1[C@H]5[C@H]4C[C@H]32	0.0%[9.17 µM]	2.3%[11.4 µM]	10.6%[11.4 µM]	13.3%[11.4 µM]	-11.0%[11.4 µM]	4.3%[11.5 µM]	2.6%[9.22 µM]	3.1%[11.4 µM]	7.6%[7.6 µM]	-0.2%[11 µM]	-3.4%[9.22 µM]
17	COc1ccccc1N1CCN(CC(O)c2ccc3cc[nH]c3c2)CC1 (centres undefined)	0.0%	-0.3%	-7.1%	13.3%	-14.7%	.	0.3%	?	?	-9.9%	.
18	COc1ccc2c(c1)-c1ccccc1S(=O)(=O)N2C(C)=O	1.3%	2.0%	3.3%	38.5%[activator]	-4.6%	9.1%	0.2%[57.5 µM]	6.4%	-6.7%	-2.2%	-1.6%
19	COc1ccc(CC(=O)N2CCCc3ccccc32)cc1OC	1.6%	-2.1%	9.7%	5.3%	-3.3%	-0.2%	-1.5%	-6.9%	2.7%	-3.6%	2.9%
20	CC(=O)Nc1cc(C(F)(F)F)ccc1N1CCOCC1	0.5%	-1.1%	6.8%	11.0%	-2.3%	-13.2%	0.2%	-23.7%	-4.5%	-2.8%	0.0%
21	CCOC(=O)CSc1nccc(N(C)C)c1C#N	-8.7%	-1.0%	2.5%	-9.2%	-1.6%	-11.3%	-1.3%	-0.4%	5.5%	0.0%	-1.8%
22	CCn1cnc2sc(-c3ccccc3)cc2c1=O	3.4%	12.6µM*	-2.0%	4.6%	-5.3%	-13.1%	-2.1%[57.5 µM]	6.9%	29.8%	1.2%	4.3%
23	COC(=O)c1cc(Br)c(=O)n(CCC2=CCCCC2)c1	-0.9%	0.7%	-10.9%	5.3%	-4.5%	8.7%	-4.3%[0.369 µM]	-3.7%	?	2.3%	0.0%
24	CCC(CC)C(=O)Nc1cccc(C(=O)Nc2ccc3c(c2)OCO3)c1	0.0%	-12.2%	-6.6%	2.4%	-1.3%	-14.3%	-1.2%	-14.8%	-7.2%	-1.2%	0.0%
25	Cn1c(C(=O)NCCCN2CCN(c3ccccc3F)CC2)cc2c(=O)n(C)c3ccccc3c21	5.7%	1.4%	-3.3%	-5.4%	-10.5%	1.1%	-0.3%	i	?	-6.0%[2.3 µM]	.
26	Cc1nn(C(=O)C(C)N2C(=O)c3ccccc3C2=O)c(C)c1Br (centres undefined)	-3.4%	0.9%	-12.5%	-5.4%	0.9%	56.1%[activator]	-4.4%	-7.7%	-2.0%	15.5%	-0.6%
27	COc1cccc(Oc2ccc(N)cc2)c1	1.3%	-3.1%	1.7%	3.1%	4.7%	-23.9%	1.4%	?	2.2%	-7.1%	0.0%
28	COCC(=O)Nc1ccccc1NC(C)=O	-4.7%	0.7%	2.6%	-5.4%	-2.4%	0.0%	8.9%	-7.8%	-4.7%	-2.0%	3.2%
29	O=C1CC(C(=O)Nc2ccccc2)N=C(N2CCCCC2)N1 (centres undefined)	10.7%	0.1%	2.2%	2.4%	-0.2%	-12.2%	-0.1%	-3.3%	16.4%	-6.1%	-2.7%
30	C(=N\n1cnnc1)/c1ccc(N2CCOCC2)cc1	4.3%	-26.0%	-7.0%	?	-8.0%	-14.5%	-0.6%	33.3%	-0.3%	-2.6%	-1.8%
31	O=C(C1CC2CCC1C2)N1CCN(Cc2ccc3c(c2)OCO3)CC1 (centres undefined)	-7.7%	-0.9%	-1.3%	-2.5%	-2.5%	17.7%	0.8%	0.8%	-12.8%	-3.1%	-1.8%
32	COc1ccc(-n2c(Cc3cccn3C)nnc2SCC(=O)Nc2ccc(Cl)cc2)cc1	0.0%	-1.8%	-25.3%	-14.1%	2.0%	4.9%	0.0%	63.5%	?	-2.0%[2.3 µM]	.
33	COc1ccc(S(=O)(=O)N(C)CC(=O)Nc2ccccc2OC)cc1C	-3.7%	-0.6%	-6.2%	14.4%	-5.3%	13.8%	-1.1%	8.3%	-4.3%	-9.5%	1.6%
